TcdB GH inh: TcdB glycohydrolase inhibitors, primary screen, biochemical, single point, plate reader. TcdB glycohydrolase enzymatic assay. hit rate 0.24% among 350,000. inhibition, % at 9.99 µM; in the data active means inhibition above about 10%
Target sequence (P18177 whole entry, looked up): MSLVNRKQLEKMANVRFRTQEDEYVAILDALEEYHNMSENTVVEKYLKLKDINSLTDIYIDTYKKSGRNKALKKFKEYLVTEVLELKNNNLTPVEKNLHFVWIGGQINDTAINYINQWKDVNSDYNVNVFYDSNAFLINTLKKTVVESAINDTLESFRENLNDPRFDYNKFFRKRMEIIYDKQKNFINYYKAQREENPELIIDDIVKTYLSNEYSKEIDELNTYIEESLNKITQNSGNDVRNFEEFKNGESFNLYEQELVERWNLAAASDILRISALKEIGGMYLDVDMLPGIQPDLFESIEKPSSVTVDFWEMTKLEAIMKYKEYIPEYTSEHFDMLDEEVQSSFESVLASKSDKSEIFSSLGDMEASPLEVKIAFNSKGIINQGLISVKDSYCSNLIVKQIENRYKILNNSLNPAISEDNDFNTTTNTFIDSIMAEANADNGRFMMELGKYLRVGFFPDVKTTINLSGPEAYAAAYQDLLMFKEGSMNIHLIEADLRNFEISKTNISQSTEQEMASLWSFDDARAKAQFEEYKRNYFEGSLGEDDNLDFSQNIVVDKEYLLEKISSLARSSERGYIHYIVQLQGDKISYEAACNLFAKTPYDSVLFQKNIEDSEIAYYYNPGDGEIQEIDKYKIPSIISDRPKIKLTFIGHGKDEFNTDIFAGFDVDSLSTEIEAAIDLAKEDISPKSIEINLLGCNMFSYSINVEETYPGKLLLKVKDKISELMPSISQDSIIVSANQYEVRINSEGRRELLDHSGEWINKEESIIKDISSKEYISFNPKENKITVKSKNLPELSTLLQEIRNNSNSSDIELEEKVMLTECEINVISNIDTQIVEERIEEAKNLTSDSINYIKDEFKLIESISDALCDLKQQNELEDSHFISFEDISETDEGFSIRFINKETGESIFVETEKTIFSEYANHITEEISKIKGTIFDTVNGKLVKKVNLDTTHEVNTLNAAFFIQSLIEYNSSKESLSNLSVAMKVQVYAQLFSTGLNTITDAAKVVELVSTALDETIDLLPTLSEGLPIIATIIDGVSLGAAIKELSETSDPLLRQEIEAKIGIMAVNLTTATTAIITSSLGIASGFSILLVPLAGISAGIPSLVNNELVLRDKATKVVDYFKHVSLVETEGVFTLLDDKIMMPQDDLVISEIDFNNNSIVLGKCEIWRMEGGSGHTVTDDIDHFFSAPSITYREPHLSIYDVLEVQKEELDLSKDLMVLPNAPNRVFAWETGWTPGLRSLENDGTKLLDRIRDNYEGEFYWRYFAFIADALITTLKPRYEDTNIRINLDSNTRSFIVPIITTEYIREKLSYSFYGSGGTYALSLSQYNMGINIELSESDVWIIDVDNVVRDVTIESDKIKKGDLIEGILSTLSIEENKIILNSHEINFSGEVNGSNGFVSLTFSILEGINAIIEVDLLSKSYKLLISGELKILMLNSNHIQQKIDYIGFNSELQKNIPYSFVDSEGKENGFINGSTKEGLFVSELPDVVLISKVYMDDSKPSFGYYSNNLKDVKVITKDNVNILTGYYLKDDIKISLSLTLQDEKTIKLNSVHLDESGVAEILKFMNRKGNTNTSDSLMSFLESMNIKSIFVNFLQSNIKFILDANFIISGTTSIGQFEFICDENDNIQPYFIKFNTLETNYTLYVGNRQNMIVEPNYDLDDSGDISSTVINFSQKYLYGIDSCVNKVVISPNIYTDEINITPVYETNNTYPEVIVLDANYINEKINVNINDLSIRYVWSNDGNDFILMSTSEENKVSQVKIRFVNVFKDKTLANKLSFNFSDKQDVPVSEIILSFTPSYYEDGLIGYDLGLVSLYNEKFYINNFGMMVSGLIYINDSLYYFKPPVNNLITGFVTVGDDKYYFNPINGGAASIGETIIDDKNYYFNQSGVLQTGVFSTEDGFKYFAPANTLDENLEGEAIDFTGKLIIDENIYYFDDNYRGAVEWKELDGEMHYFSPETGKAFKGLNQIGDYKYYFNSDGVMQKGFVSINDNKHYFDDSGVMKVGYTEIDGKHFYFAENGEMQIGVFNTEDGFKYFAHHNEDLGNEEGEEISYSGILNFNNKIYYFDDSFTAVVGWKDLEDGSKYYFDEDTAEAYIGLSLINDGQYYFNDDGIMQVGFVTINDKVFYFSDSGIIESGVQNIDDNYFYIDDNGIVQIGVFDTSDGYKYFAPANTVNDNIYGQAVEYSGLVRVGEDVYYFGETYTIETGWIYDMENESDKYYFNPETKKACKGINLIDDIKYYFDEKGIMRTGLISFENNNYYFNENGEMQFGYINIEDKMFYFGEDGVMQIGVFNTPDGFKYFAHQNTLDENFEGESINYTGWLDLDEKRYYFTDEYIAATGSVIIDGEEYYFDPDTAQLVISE
Active calls of the source: *. Not all compounds are listed; the hit share may differ from the screen's.

SMILES	TcdB GH inh
C[C@H](CO)N1C[C@H](C)[C@H](CN(C)CC2CC2)OCCCC[C@H](C)Oc2ccc(NS(=O)(=O)c3ccc(Cl)cc3)cc2C1=O	1.6
Cc1noc(C)c1NC(=O)Nc1ccc2c(c1)CC(=O)N([C@@H](C)CO)C[C@H](C)[C@H](CN(C)Cc1ccccc1)O2	0.2
C[C@@H]1CN([C@H](C)CO)C(=O)c2cc(C3=CCCCC3)cnc2O[C@H]1CN(C)C(=O)c1ccccc1	1.0
C[C@H]1CCCCO[C@H](CN(C)Cc2ccc3c(c2)OCO3)[C@@H](C)CN([C@@H](C)CO)C(=O)c2cc(NS(=O)(=O)c3ccc(F)cc3)ccc2O1	-0.3
CCCN1C[C@H](C)[C@H](OC)CN(C)C(=O)c2cc(NC(=O)NC3CCCC3)ccc2OC[C@H]1C	-0.2
O=C(N[C@@H]1CC[C@@H](CCNS(=O)(=O)Cc2ccccc2)O[C@@H]1CO)c1ccc2c(c1)OCO2	-0.1
CO[C@H]1CN(C)C(=O)c2ccc(NC(C)=O)cc2OC[C@H](C)N(C(=O)C2CC2)C[C@H]1C	0.8
OC[C@@H]1[C@@H](c2ccccc2)C2(CN(CCC(F)(F)F)C2)N1Cc1nccs1	-0.1
C[C@@H]1CN([C@@H](C)CO)C(=O)Cc2cc(N(C)C)ccc2O[C@@H]1CN(C)S(C)(=O)=O	0.0
O=C(C[C@@H]1C[C@@H]2c3cc(NC(=O)CC4CC4)ccc3O[C@@H]2[C@H](CO)O1)NCc1cc(F)ccc1F	-0.1
COc1ccc(-c2ccccc2[C@@H]2[C@@H](CO)N(C(=O)NC(C)C)[C@H]2C#N)cc1	0.0
NCCCCCCNC(=O)[C@H]1C[C@H]2C(=O)N[C@@H](Cc3ccccc3)C(=O)N2[C@H]1c1cccc(OCCO)c1	-0.3
CNC(=O)C[C@@H]1CC[C@H]2[C@@H](COC[C@H](O)CN2C(=O)Nc2cccc(OC)c2)O1	-0.7
C[C@@H]1CN([C@H](C)CO)C(=O)c2cc(NC(=O)CCCN(C)C)ccc2O[C@@H](C)CCCCO[C@H]1CN(C)Cc1ccccc1	0.1
COCC(=O)N(C)C[C@@H]1Oc2ncc(C#Cc3ccncc3)cc2C(=O)N([C@H](C)CO)C[C@H]1C	1.1
C[C@H]1CN([C@@H](C)CO)C(=O)c2cccc(NC(=O)Nc3ccccc3)c2O[C@H]1CN(C)Cc1ccc(C(F)(F)F)cc1	-0.3
O=C(c1ccncc1)N1CCCCN2[C@H](CO)[C@H](c3ccc(C#Cc4ccccn4)cc3)[C@@H]2C1	0.3
C[C@H](CO)N1C[C@H](C)[C@@H](CN(C)C(=O)Cc2ccncc2)Oc2cc(C#CC3CCCC3)ccc2S1(=O)=O	-0.5
CO[C@@H](CN(C)S(=O)(=O)c1cccc(Cl)c1)[C@H](C)CN(C(=O)Nc1ccccc1F)[C@@H](C)CO	0.4
C[C@@H]1CN([C@@H](C)CO)C(=O)c2cc(NS(=O)(=O)c3ccc(Cl)cc3)ccc2O[C@H]1CN(C)CC1CC1	0.6
Cc1nn(C)cc1NC(=O)C[C@@H]1CC[C@@H]2[C@H](COc3ccc(NC(=O)C4CCOCC4)cc3C(=O)N2C)O1	1.1
Cc1ccccc1-c1cnc2c(c1)C(=O)N([C@H](C)CO)C[C@H](C)[C@@H](CN(C)C(=O)CC1CC1)O2	0.4
O=C(Nc1cccc(F)c1)N1C[C@H]2[C@@H](c3ccccc31)[C@H](CO)N2C(=O)Cc1ccccn1	-1.0
CCCNC(=O)N1CC2(CCN(C(=O)C3CCOCC3)CC2)c2c([nH]c3cc(OC)ccc23)[C@@H]1CO	-0.5
O=C(C[C@H]1CC[C@@H]2[C@H](COC[C@@H](O)CN2Cc2ccc(Oc3ccccc3)cc2)O1)N1CCN(c2ccccc2)CC1	0.1
O=C(C1CCC1)N1CC2(C1)[C@H](c1ccccc1)[C@H](CO)N2Cc1ccccc1F	-1.9
COc1ccc(S(=O)(=O)N[C@H]2CC[C@H](CC(=O)NCCc3ccccc3)O[C@@H]2CO)cc1	0.4
O=C(NC[C@@H]1CC[C@H]2[C@H](CN2C(=O)Cc2ccncc2)O1)C1CCOCC1	-0.9
COc1cccc(C(=O)Nc2ccc3c(c2)OC[C@H](C)N(CCc2ccccc2)C[C@H](C)[C@H](OC)CN(C)C3=O)c1	1.1
O=C(c1cccc(F)c1)N1CC2(C1)[C@H](c1ccccc1)[C@H](CO)N2C(=O)C1CCCCC1	-0.2
C[C@H]1CN([C@@H](C)CO)C(=O)c2cccc(NS(C)(=O)=O)c2O[C@@H]1CN(C)C(=O)NC1CCCCC1	0.1
O=C(NCC[C@@H]1CC[C@@H](NC(=O)C2CCC2)[C@@H](CO)O1)c1cc(Cl)cc(Cl)c1	-0.7
C[C@@H]1CN([C@@H](C)CO)C(=O)c2ccccc2-c2ccccc2CO[C@@H]1CN(C)S(C)(=O)=O	1.2
CCC(=O)N1C[C@H](C)[C@H](OC)CN(C)C(=O)c2cc(NC(=O)COC)ccc2OC[C@H]1C	-1.0
O=S(=O)(N[C@@H]1CC[C@@H](CCn2cc(-c3cccnc3)nn2)O[C@H]1CO)c1ccc(Cl)cc1	-0.3
COc1ccccc1C#Cc1ccc2c(c1)O[C@H](CN(C)Cc1ccncc1)[C@H](C)CN([C@@H](C)CO)S2(=O)=O	-0.1
COc1ccc(NC(=O)N[C@@H]2CC[C@@H](CCNC(=O)CCN3CCCCC3)O[C@@H]2CO)cc1	-0.8
CC(=O)N1[C@H](CO)[C@@H](c2ccccc2)[C@H]1CN(C)S(=O)(=O)c1ccccc1	0.4
CN(C)C(=O)C[C@@H]1C[C@@H]2c3cc(NC(=O)c4cccnc4)ccc3O[C@@H]2[C@@H](CO)O1	0.5
C[C@@H]1CN([C@H](C)CO)C(=O)c2cc(-c3cccnc3)cnc2O[C@H]1CN(C)C(=O)Nc1ccc(F)cc1	0.0
O=C(Nc1ccc2c(c1)OCO2)N[C@@H]1C=C[C@@H](CC(=O)N2CCN(c3ccccc3)CC2)O[C@@H]1CO	0.8
COc1ccc(NC(=O)N(C)C[C@@H]2OCCCC[C@H](C)Oc3ccc(NC(=O)c4ccccc4)cc3C(=O)N([C@H](C)CO)C[C@@H]2C)cc1	-1.6
O=C(C[C@H]1CC[C@H](NC(=O)c2ccncc2)[C@@H](CO)O1)NCc1ccncn1	-0.8
CO[C@H]1CN(C)C(=O)c2ccc(NC(=O)c3cccc(Oc4ccccc4)c3)cc2OC[C@H](C)NC[C@@H]1C	-0.4
C[C@@H]1CN([C@@H](C)CO)C(=O)c2cc(NC(=O)NC3CCCCC3)ccc2O[C@@H]1CN(C)C(=O)Nc1ccc(F)cc1	-0.5
C[C@H]1CN([C@@H](C)CO)C(=O)c2cccc(NC(=O)c3ccncc3)c2O[C@@H]1CN(C)Cc1ccc(-c2ccccc2)cc1	-0.7
CCC(=O)N(C)C[C@H]1Oc2ncc(C#Cc3ccc(OC)cc3)cc2C(=O)N([C@H](C)CO)C[C@@H]1C	-0.5
CNC[C@@H]1Oc2cc(C#CCN(C)C)ccc2S(=O)(=O)N([C@H](C)CO)C[C@@H]1C	-0.6
O=S(=O)(c1ccccc1F)N1CCCCN2[C@H](CO)[C@H](c3ccc(-c4cccnc4)cc3)[C@H]2C1	0.6
C[C@@H]1CN([C@H](C)CO)C(=O)c2cc(-c3cncnc3)cnc2O[C@H]1CN(C)C(=O)Cc1ccccc1	1.1
Cc1noc(C)c1NC(=O)Nc1ccc2c(c1)C(=O)N([C@H](C)CO)C[C@H](C)[C@@H](CN(C)Cc1ccc(Cl)c(Cl)c1)O2	1.3
O=C(c1cccc(F)c1)N1CCCCN2[C@@H](CO)[C@H](c3ccc(/C=C/c4ccccc4)cc3)[C@@H]2C1	1.6
C[C@@H](NC(=O)[C@@H]1[C@@H](CO)[C@@H]2Cn3c(ccc(-c4cccc(F)c4)c3=O)[C@@H]2N1C)c1ccccc1	-0.1
O=C(C1CCCCC1)N1CC(=O)N2[C@H](CO)[C@@H](c3ccc(C#Cc4cccc(F)c4)cc3)[C@@H]2C1	0.7
O=C(NCC[C@@H]1CC[C@@H](NS(=O)(=O)c2ccc(Oc3ccccc3)cc2)[C@H](CO)O1)C1CC1	-0.1
COc1ccc(-c2ccc3c(c2)O[C@H](CN(C)C)[C@H](C)CN([C@H](C)CO)S3(=O)=O)cc1	-1.2
COc1cccc(NC(=O)N(C)C[C@H]2Oc3cc(/C=C/c4ccccc4)ccc3S(=O)(=O)N([C@H](C)CO)C[C@H]2C)c1	-0.6
C[C@@H]1CCCCO[C@H](CN(C)S(=O)(=O)c2cn(C)cn2)[C@@H](C)CN([C@H](C)CO)C(=O)c2cc(NS(=O)(=O)c3ccc(Cl)cc3)ccc2O1	-0.8
CCCNC(=O)N[C@@H]1C=C[C@@H](CC(=O)NC2CCC2)O[C@@H]1CO	-0.1
C[C@H](CO)N1C[C@H](C)[C@H](CN(C)C(=O)c2ccncc2)OCCCC[C@H](C)Oc2ccc(NC(=O)c3ccncc3)cc2C1=O	-0.3
(list continues)
SMILES	TcdB GH inh
CN(C)CC#Cc1ccc([C@@H]2[C@H]3CN(C(=O)C4CCC4)CCCCN3[C@H]2CO)cc1	-0.2
C[C@@H]1CN([C@H](C)CO)C(=O)Cc2cc(NC(=O)NC3CCCCC3)ccc2O[C@H]1CN(C)Cc1ccc(Oc2ccccc2)cc1	-0.4
CCCC#Cc1ccc2c(c1)O[C@@H](CN(C)Cc1ccncc1)[C@@H](C)CN([C@H](C)CO)S2(=O)=O	0.4
O=C(NC1CCC1)[C@@H]1[C@@H](CO)[C@@H]2Cn3c(ccc(-c4ccncc4)c3=O)[C@H]1N2CC1CC1	0.6
C[C@@H]1CN([C@@H](C)CO)C(=O)c2cccc(NC(=O)Nc3ccc(C(F)(F)F)cc3)c2O[C@H]1CN(C)C(=O)Nc1ccc(F)cc1	1.0
CCCC#Cc1cnc2c(c1)C(=O)N([C@H](C)CO)C[C@H](C)[C@H](CN(C)C(=O)CCN1CCCCC1)O2	-1.2
COc1ccc(NC(=O)N(C)C[C@@H]2OCCCC[C@H](C)Oc3ccc(NS(=O)(=O)c4ccc(Cl)cc4)cc3C(=O)N([C@H](C)CO)C[C@H]2C)cc1	0.6
O=C(NC1CCCC1)[C@@H]1[C@@H](CO)[C@@H]2Cn3c(ccc(-c4ccccc4)c3=O)[C@@H]2N1CCc1ccccc1	0.3
C[C@H]1CN([C@@H](C)CO)C(=O)c2cccc(NC(=O)CCCCCC(=O)Nc3ccccc3N)c2O[C@H]1CN(C)S(=O)(=O)c1ccc(Cl)cc1	-12.2
Cc1noc(C)c1S(=O)(=O)Nc1ccc2c(c1)C(=O)N([C@@H](C)CO)C[C@@H](C)[C@@H](CN(C)S(=O)(=O)c1cccs1)O2	1.0
COc1ccccc1S(=O)(=O)N1C[C@@H](O)COC[C@@H]2O[C@H](CC(=O)O)CC[C@H]21	-0.3
O=C(NCC[C@@H]1CC[C@H](NC(=O)C2CC2)[C@H](CO)O1)c1cc(Cl)cc(Cl)c1	0.2
CCS(=O)(=O)N1[C@@H](CO)[C@@H](c2ccccc2)C12CN(C(=O)C1CCCCC1)C2	0.6
COc1ccc(NC(=O)N(C)C[C@H]2Oc3ccc(NC(=O)Nc4ccccc4)cc3CC(=O)N([C@H](C)CO)C[C@H]2C)cc1	0.1
COc1ccc(NC(=O)Nc2ccc3c(c2)C(=O)N([C@@H](C)CO)C[C@@H](C)[C@H](CN(C)C(=O)Nc2cccc4ccccc24)O3)cc1	-0.6
O=[N+]([O-])c1ccccc1S(=O)(=O)N1CCN(Cc2cccc(OCCO)c2)CC1	-0.9
CC(C)NC(=O)Nc1ccc2c(c1)CC(=O)N([C@@H](C)CO)C[C@H](C)[C@H](CN(C)CC1CCCCC1)O2	-2.9
COc1ccc(CNC(=O)C[C@@H]2C=C[C@H](NC(=O)CN(C)C)[C@@H](CO)O2)cc1	-1.7
CC(C)NC(=O)Nc1ccc2c(c1)C(=O)N([C@H](C)CO)C[C@@H](C)[C@H](CN(C)S(=O)(=O)c1ccccc1)O2	-0.5
CCCN(C[C@H]1N[C@H](CO)[C@@H]1c1ccccc1)C(=O)COC	-1.3

Reprinted at random: three entries already listed.
SMILES	TcdB GH inh
O=C(NC1CCCC1)[C@@H]1[C@@H](CO)[C@@H]2Cn3c(ccc(-c4ccccc4)c3=O)[C@@H]2N1CCc1ccccc1	0.3
CCCN(C[C@H]1N[C@H](CO)[C@@H]1c1ccccc1)C(=O)COC	-1.3
O=C(NCC[C@@H]1CC[C@H](NC(=O)C2CC2)[C@H](CO)O1)c1cc(Cl)cc(Cl)c1	0.2

Going on with the list.
SMILES	TcdB GH inh
C[C@H]1CN([C@@H](C)CO)C(=O)c2cccc(NC(=O)Nc3ccc(C(F)(F)F)cc3)c2O[C@H]1CN(C)Cc1ccc2c(c1)OCO2	0.8
C[C@@H]1CCCCO[C@H](CN(C)C(=O)C2CCCCC2)[C@H](C)CN([C@@H](C)CO)C(=O)c2cc(NC(=O)CCC(F)(F)F)ccc2O1	0.2
O=C(Nc1ccccc1F)N[C@@H]1CC[C@H](CCNC(=O)C2CC2)O[C@H]1CO	-4.7
CCCNC(=O)N1CC2(C1)[C@H](c1ccccc1)[C@@H](CO)N2C(=O)C1CCCCC1	-0.7

Nothing new here: 5 of the compounds above.
SMILES	TcdB GH inh
CC(C)NC(=O)Nc1ccc2c(c1)C(=O)N([C@H](C)CO)C[C@@H](C)[C@H](CN(C)S(=O)(=O)c1ccccc1)O2	-0.5
CCCN(C[C@H]1N[C@H](CO)[C@@H]1c1ccccc1)C(=O)COC	-1.3
C[C@H]1CN([C@@H](C)CO)C(=O)c2cccc(NC(=O)Nc3ccc(C(F)(F)F)cc3)c2O[C@H]1CN(C)Cc1ccc2c(c1)OCO2	0.8
C[C@@H]1CCCCO[C@H](CN(C)C(=O)C2CCCCC2)[C@H](C)CN([C@@H](C)CO)C(=O)c2cc(NC(=O)CCC(F)(F)F)ccc2O1	0.2
O=C(Nc1ccccc1F)N[C@@H]1CC[C@H](CCNC(=O)C2CC2)O[C@H]1CO	-4.7
